Bioassay records from PubChem.
B2AR arrestin ag = beta-arrestin recruitment by human beta2-adrenergic receptor ligands | P07550 | HTLA Tango cells, beta-arrestin recruitment, luciferase luminescence, 18 h | Potency, µM (top dose mostly 46.1 µM), inactives show top-dose activation, actives largely listed as activators | 44,000 tested, under 10 active;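 note: potency is the fitted concentration of half-maximal effect; 0% = DMSO and full agonism = EC100 isoproterenol or metaproterenol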
Target sequence (P07550 whole entry, looked up): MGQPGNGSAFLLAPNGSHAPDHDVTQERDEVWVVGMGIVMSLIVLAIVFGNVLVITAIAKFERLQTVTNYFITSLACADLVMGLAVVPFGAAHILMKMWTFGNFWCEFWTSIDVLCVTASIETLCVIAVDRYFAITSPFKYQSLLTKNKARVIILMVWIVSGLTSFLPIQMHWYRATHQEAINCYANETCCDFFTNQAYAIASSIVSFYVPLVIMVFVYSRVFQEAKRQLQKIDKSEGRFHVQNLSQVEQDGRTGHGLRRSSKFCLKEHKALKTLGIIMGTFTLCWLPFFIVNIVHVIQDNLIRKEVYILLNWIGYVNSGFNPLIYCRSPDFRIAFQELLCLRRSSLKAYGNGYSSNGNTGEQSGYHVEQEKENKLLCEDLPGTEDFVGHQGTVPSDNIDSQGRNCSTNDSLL
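Luminescence read-out: arrestin recruitment to recombinant beta2-AR releases tTA, inducing luciferase. Cells exposed 18 hr at 37 degrees C to up to 46 microM compound; %Activity from corrected signal, concentration-response curves classified by r2, magnitude and efficacy.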
NTMT1 inh = NTMT1 methyltransferase inhibition. actives 2.5% (n = 59,000). NTMT1 MTase-Glo SAH luminescence, purified enzyme. Q9BV86. Potency, µM (top dose mostly 114 µM), for inactives: top-dose activity change, negative = inhibition, hits mostly inhibitors;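 note: potency is the fitted concentration of half-maximal effect; plate controls were DMSO vehicle for no effect and no enzyme for full effect; nearly all actives have a fitted effect of over 65% in size; many of its hits are not listed in these tables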
Target sequence (Q9BV86 whole entry, looked up): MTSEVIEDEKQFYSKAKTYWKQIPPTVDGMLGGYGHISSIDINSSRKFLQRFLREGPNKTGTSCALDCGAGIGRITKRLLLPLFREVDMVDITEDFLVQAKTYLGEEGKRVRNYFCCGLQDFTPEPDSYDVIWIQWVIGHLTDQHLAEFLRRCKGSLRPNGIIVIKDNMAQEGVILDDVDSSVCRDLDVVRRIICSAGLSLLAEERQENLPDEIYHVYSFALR
GALK inhibitor = GALK (human) enzyme inhibition. P51570. recombinant GALK, Kinase-Glo ATP luminescence, 1 h. Potency, µM (top dose mostly 57.5 µM), for the others: at the highest dose activity, negative = inhibition, usual class: inhibitors. 44,000 tested, under 10 active;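 note: plate controls were full GALK reaction for no effect and reaction lacking GALK for full effect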
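Reactions with and without enzyme served as controls. GALK at 5 nM phosphorylates 100 uM galactose using 35 uM ATP (HEPES pH 8.0, Mg2+) for 1 h at RT, with luminescence read 10 min after adding Kinase-Glo Plus.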
PTAP-TSG101 blk = blocks PTAP binding to human TSG101, validation; Potency, µM (top dose mostly 115 µM), inactives show top-dose activity change, negative = inhibition, hits mostly inhibitors; 44,000 tested, under 10 active; Fluorescence polarization, FITC-PTAP peptide/Tsg101, 20 min; Q99816; note: potency is the fitted concentration of half-maximal effect; 0% is about no effect
Target sequence (Q99816 whole entry, looked up): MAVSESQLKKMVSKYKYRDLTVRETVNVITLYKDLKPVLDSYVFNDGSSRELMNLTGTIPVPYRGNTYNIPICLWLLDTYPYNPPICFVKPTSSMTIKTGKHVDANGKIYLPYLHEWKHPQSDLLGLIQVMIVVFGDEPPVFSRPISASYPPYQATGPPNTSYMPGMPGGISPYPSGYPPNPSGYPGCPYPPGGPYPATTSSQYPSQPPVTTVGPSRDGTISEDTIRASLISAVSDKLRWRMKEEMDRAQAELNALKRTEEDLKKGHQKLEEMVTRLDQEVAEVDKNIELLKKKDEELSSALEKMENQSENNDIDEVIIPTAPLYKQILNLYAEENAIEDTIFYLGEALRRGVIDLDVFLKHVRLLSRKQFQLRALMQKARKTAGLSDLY
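Steps: Tsg101 binding domain (10 uM final) in HEPES pH 7.5/NaCl/Tween 20/EDTA/TCEP; add compound; add FITC-PTAP peptide (50 nM final); incubate 20 min r.t.; read polarization.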
FH mod = Identification of activators of human fumarate hydratase by quantitative high-throughput screening. Fumarate hydratase, mitochondrial (Homo sapiens), P07954. FH coupled MDH/diaphorase resazurin fluorescence, 15 min. Potency, µM (highest dose often 79.9 µM), inactives show top-dose activity change, negative = inhibition, most hits filed as inhibitors. actives 0.22% (n = 54,000). AID 1347055, 2019; note: potency is the fitted concentration of half-maximal effect; % is set by controls: 0 for no effect and ±100 for the full control effect; the screen sought activators but most active calls are inhibition curves; nearly all actives have a fitted effect of over 45% in size
p53null 39C tox = selectivity test: cytotoxicity in p53 null cells, nonpermissive temperature; H1299 p53-null (neo) cells, 39C, ATPlite viability, 24 h; Potency, µM (highest dose often 46.1 µM), for inactives: at the top dose activity, negative = cell killing, actives largely listed as cytotoxic; actives 0.97% (n = 55,000);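 note: potency is the fitted concentration of half-maximal effect; 0% = DMSO only and -100% = full killing by 100 µM tamoxifen; nearly all actives have a fitted effect of over 50% in size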
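Temperature-shift cytotoxicity format: compound titrations on p53-null or A138V-expressing H1299 cells held 24 hr at 39C, cell ATP then measured, AC50 from Hill model.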
p53null 32C tox = p53 null cell cytotoxicity, permissive temperature; Potency, µM (doses to about 46.1 µM), inactives show at the top dose activity change, negative = cytotoxicity, most hits filed as cytotoxic; actives 0.62% (n = 55,000); H1299-neo p53 null cells, ATP luminescence, 24 h, 32C; AID 903;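 note: potency is the fitted concentration of half-maximal effect; 0% = DMSO only and -100% = full killing by 100 µM tamoxifen; nearly all actives have a fitted effect of over 55% in size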
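Cytotoxicity: H1299-neo (no p53), 32C, 24 h treatment. Concentrations up to 46 uM. Readout cellular ATP, luminescence. Normalization to DMSO basal and tamoxifen 100 uM maximal kill.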
The depositor's hits bear a star; ? = inconclusive; . = no result given; [ ] = dose if it differs, or a comment. Calls come from the whole dose curve; as a rule, active = well fitted curve in the direction sought with a large enough effect; inconclusive = small, poorly fitted or top-dose-only effect, or another doubt; inactive = no such curve, though single readings can be large; an effect the other way counts as inactive or inconclusive. Only part of the results is shown; rates above refer to the full screens.

SMILES	B2AR arrestin ag	NTMT1 inh	GALK inhibitor	PTAP-TSG101 blk	FH mod	p53null 39C tox	p53null 32C tox
Cc1ccc(C)c(N2CCN(S(=O)(=O)c3ccc(F)c(C(=O)Nc4ccc(Cl)cc4Cl)c3)CC2)c1	-1%	-7%	1%	-5%	-5%	13%	4%
CCOC(=O)C1CCCN(C(=O)c2ccc3c(c2)sc2nc(-c4cccc(OC)c4)cn23)C1 (configuration not stated)	-1%	1%	0%	4%	?	-2%	-4%
COC(=O)c1ccc(NC(=O)c2cccc3c2C(=O)N(C2CCCCC2)C3)cc1	0%	4%	7%	-1%	-12%	33%	0%
Cc1ccccc1NC(=O)c1sc2nc(N3CCOCC3)c3c(c2c1N)CC(C)(C)OC3	0%	6%	2%	0%	-26%	-17%	3%
N#Cc1ccc(C(=O)N2CCN(c3nc4ccc(F)cc4s3)CC2)cc1	-4%	-6%	-6%	-3%	-7%	5%	-7%
COc1ccc(-c2nc(C)c(CCNC(=O)C(=O)Nc3cc(C)cc(C)c3)s2)cc1OC	0%	10%	3%	0%	-1%	9%	0%
Cc1cc(OC(C)C(=O)Nc2cccc(-c3nc4ccccc4o3)c2)cc(C)c1Cl (configuration not stated)	-5%	15%	?	43%[activator]	-15%	14%	0%
Cc1ccc(S(=O)(=O)c2c(Nc3cc(C)ccc3C)sc(C(=O)c3ccc4c(c3)OCO4)c2N)cc1	0%	19%	-1%	-1%	-20%	6%	9%
Cc1ccc(S(=O)(=O)c2[nH]c(-c3ccccc3)nc2SCC(=O)O)cc1	-4%	6%	?	3%	0%	5%	-7%
CCc1ccc(-c2nc3cc(NC(=O)c4ccc(C)c(C)c4)ccc3o2)cc1	0%	18%	8%	1%	-21%	-7%	-4%[9.22 µM]
COc1ccc(N2CC(NC(=O)C3CCCC3)CC2=O)cc1OC (configuration not stated)	0%	4%	1%	1%	-34%	19%	-5%
O=c1c2sc3ccccc3c2n(Cc2cccc(C(F)(F)F)c2)c(=O)n1Cc1ccccc1	-1%	-22%	6%	0%	-21%	-2%	-8%
COc1ccc(NC(=O)C(NC(=O)/C=C\c2ccc3c(c2)OCO3)c2ccc(OC)cc2)cc1 (configuration not stated)	1%	11%	1%	-2%	-21%	20%	14%
COc1ccc(OCC(=O)Nc2ccc(-c3nc4cc(C)cc(C)c4o3)cc2)cc1	0%	-6%	0%	-3%	-15%	-4%	-1%
COc1ccc(S(=O)(=O)Nc2cccc(-c3ccc(N4CCCCC4)nn3)c2)cc1F	2%	.	4%	-1%	.	20µM*	13µM*
Cc1ccc(NC(=O)CSc2nncn3c2cc2sccc23)cc1F	2%	?	0%	-3%	6%	?	-20%
Cc1cc(N2CCN(C)CC2)nc2ccc(NC(=O)Nc3ccc(F)cc3)cc12	0%	?	2%	-1%	1%	-38%	-5%
COc1cc(OC)cc(C(=O)Nc2ccc(-c3nc4ccccc4s3)cc2C)c1	1%	7%	0%	-1%	6%	-14%	13%
Cc1ccc(NC(=O)CSc2ncc3c(n2)-c2ccc(Cl)cc2N(C)S3(=O)=O)cc1F	0%	11%	1%	2%	-1%	-3%	1%
CCOc1ccccc1N(C)C(=O)c1cc(S(=O)(=O)NCCc2ccc(Cl)cc2)ccc1F	-1%	?	2%	1%	-21%	6%	41%[activator]
COc1ccc2cc(CCNS(=O)(=O)c3ccc(C)cc3)c(=O)[nH]c2c1	0%	-16%	3%	-5%	?	-14%	1%
CCOc1cc2[nH]c(=O)n(CCCCC(=O)N3CCN(c4ccccc4OC)CC3)c(=O)c2cc1OCC	-3%	-10%	-1%	-1%	-11%	-2%	-7%
CCN1CCN(c2cc(C)c3cc(NC(=O)c4cccc(Cl)c4)ccc3n2)CC1	0%	0%	5%	-9%	-12%	22µM*	-5%
O=C(c1ccc2c(c1)N(Cc1ccc(Cl)cc1)C(=O)c1ccccc1S2(=O)=O)N1CCC(Cc2ccccc2)CC1	-1%	?	8%	-5%	-21%	-15%	1%
Cc1oc(-c2cccc(Cl)c2)nc1CN1CCCC(C(=O)NCc2ccc(Cl)cc2)C1 (configuration not stated)	0%	4%	0%	2%	?	?	-2%

The list continues:
SMILES	B2AR arrestin ag	NTMT1 inh	GALK inhibitor	PTAP-TSG101 blk	FH mod	p53null 39C tox	p53null 32C tox
CCCN(CCC)c1cc(C)nc2nc(-c3ccc(C(C)(C)C)cc3)nn12	0%	0%	0%	0%	3%	-25%	-6%
Cc1ccc(Cl)cc1NS(=O)(=O)c1cc2c3c(c1)CC(=O)N3CCC2	-1%	11%	-2%	-1%	-16%	0%	-2%
Cc1ccc(C)c(NC(=O)C2CCCN(S(=O)(=O)c3ccc4[nH]c(=O)ccc4c3)C2)c1 (configuration not stated)	-1%	12%	3%	1%	11%	-11%	-7%
O=C(NCC(c1ccc2c(c1)OCO2)N1CCN(c2ccccc2)CC1)C(=O)Nc1ccc(F)cc1 (configuration not stated)	0%	12%	0%	-3%	-19%	13%	7%
COc1ccc(-c2cc(C(=O)Oc3ccc(C)cc3)c3cc(C)ccc3n2)cc1	0%	-11%	0%	1%	?	2%	-3%
COc1ccc(NC(=O)c2nnn(CC(=O)Nc3ccc(C)c(C)c3)c2N)cc1OC	-1%	-16%	3%	4%	-18%	7%	1%
CCN(CC)C(=O)c1sc(NC(=O)c2nc3ncccn3n2)c(C(=O)OC)c1C	0%	-8%	2%	9%	15%	-9%	-2%
CCN(CC)C(=O)C1CCN(c2cc(C)nc3c(-c4ccc(OC)c(OC)c4)c(C)nn23)CC1	1%	-3%	7%	0%	-10%	10%	0%
COc1ccc(NC(=O)CSc2nc3c([nH]c4ccccc43)c(=O)n2C)cc1	1%	9%	3%	0%	-15%	26%	-5%
Cc1nc2nc(SCC(=O)NCc3ccccc3)nn2c(C)c1Cc1ccccc1	1%	0%	-2%	-12%	?	8%	12%
CCOc1ccccc1NC(=O)CN(C)S(=O)(=O)c1ccc2nc(C)sc2c1	-3%	-13%	-1%	-8%	-5%	?	-8%
CCCN(C(=O)c1ccc2c(=O)n3c(nc2c1)CCCCC3)c1cccc(Cl)c1	-2%	?	-3%	-5%	-8%	-2%	-7%
CCN1C(=O)C2(c3ccccc31)c1c(oc3ccc(F)cc3c1=O)C(=O)N2CCCOC (configuration not stated)	-1%	5%	4%	-1%	1%	-15%	2%
COc1ccc(C2=NN(CC(=O)NCc3ccccc3Cl)C(=O)CC2)cc1	1%	1%	0%	0%	-11%	9%	-2%
Cc1ccccc1CN1C(=O)c2ccccc2Sc2ccc(C(=O)NC3CCCC3)cc21	3%	9%	1%	-3%	-10%	24%	8%
COc1ccc(Br)cc1CNC(=O)CCCn1c(=O)c2cccn2c2cccnc21	2%	0%	6%	-2%	-15%	-16%	-1%
Cc1ccc2nc(-c3ccc(Cl)s3)c(Nc3ccc4c(c3)OCCO4)n2c1	1%	?	-7%	-5%	-6%	-7%	-1%
CCOC(=O)c1cc(OC(=O)c2ccc(C)cc2)n(-c2ccccc2)n1	1%	-8%	0%	2%	-14%	-6%	-13%
CCOC(=O)c1cnc2cc(C(F)(F)F)ccc2c1Nc1cc(C)ccc1OC	1%	8%	1%	-14%	10%	.	.
O=C(CN(c1cccc(Br)c1)S(=O)(=O)c1ccccc1)N1CCc2ccccc2C1	0%	15%	0%	4%	-26%	12%	13%
CCOc1ccccc1N(C)C(=O)c1cc2c(s1)-c1ccccc1OC2	0%	20%	-11%	1%	-21%	5%	37%[activator]
CC1CCN(c2ccc(-c3cccc(NS(=O)(=O)c4ccc(F)cc4F)c3)nn2)CC1	3%	.	0%	-1%	.	10µM*	10µM*
COCc1nc2ccccc2n1Cc1cccc(C)c1	-4%	7%	-2%	0%	0%	-15%	-7%
CCOc1ccccc1CNC(=O)CCn1ccc2cc(S(=O)(=O)N3CCCCC3)ccc21	0%	0%	?	-4%	-33%	?	0%
COc1ccc(NC(c2nnc(-c3ccccc3)o2)c2ccccc2F)cc1Cl (configuration not stated)	1%	.	-5%	-3%	.	11%	17%

Additional compounds
SMILES	B2AR arrestin ag	NTMT1 inh	GALK inhibitor	PTAP-TSG101 blk	FH mod	p53null 39C tox	p53null 32C tox
COc1ccc(C(CNC(=O)Cc2ccc(Cl)cc2)N2CCOCC2)cc1 (configuration not stated)	-2%	5%	-1%	0%	-3%	-21%	-3%
COc1ccccc1NC(=O)CSc1ncc2c(n1)-c1ccccc1N(Cc1ccccc1C)S2(=O)=O	0%	2%	-2%	9%	-7%	-3%	2%
O=C(/C=C/c1ccc(Cl)cc1)N1CCC(c2nc3ccccc3o2)CC1	-2%	11%	4%	-2%	-16%	-9%	-3%
COc1ccc(NC(=O)c2c(C)oc3ccc(O)c(CN4CCCCCC4)c23)cc1	?	15%	-1%	-1%	0%	12%	8%
O=C(Nc1ccc(C(=O)OCc2cc(=O)n3ccsc3n2)cc1)c1cccc(F)c1	0%	-3%	-3%	-2%	-8%	2%	6%
CCS(=O)(=O)N1CCc2cc(C(=O)Nc3cccc(NC(C)=O)c3)ccc21	-3%	-9%	0%	-8%	4%	-6%	6%
COc1ccc(-n2c(=O)c3ccccc3n(CC(=O)Nc3ccccc3OC)c2=O)cc1	0%	-11%	-3%	0%	-2%	-5%	2%
Cc1ccc(O)c(-c2n[nH]c3c2C(c2ccccc2F)N(Cc2ccco2)C3=O)c1 (configuration not stated)	-1%	7%	1%	-7%	?	8%	60%[activator]
Cc1ccc(C)c(NC(=O)Cn2cc(S(=O)(=O)NC(C)C)c(S(=O)(=O)NC(C)C)c2)c1	0%	5%	-1%	-5%	-18%	-17%	0%
COCc1cc(C)nc2sc3c(=O)n(-c4cc(C)ccc4C)nnc3c12	-1%	?	2%	2%	3%	11%	3%
CCN(C(=O)c1cc(S(=O)(=O)N2CCc3ccccc32)cn1C)c1cccc(C)c1	4%	89µM*	2%	-7%	-32%	70%[activator]	46%[activator]
Cc1ccc(C(=O)Nc2nc(-c3nnn(-c4cccc(C(F)(F)F)c4)c3C)ns2)cc1	-1%	-5%	1%	-4%	0%	-2%	-5%
O=C(Nc1cccc2cccnc12)c1ccccc1[N+](=O)[O-]	1%	1%	3%	0%	0%	-12%	-3%

Among those listed so far, these contain a furan ring, fused or not:
SMILES	B2AR arrestin ag	NTMT1 inh	GALK inhibitor	PTAP-TSG101 blk	FH mod	p53null 39C tox	p53null 32C tox
COc1ccc(NC(=O)c2c(C)oc3ccc(O)c(CN4CCCCCC4)c23)cc1	?	15%	-1%	-1%	0%	12%	8%
Cc1ccc(O)c(-c2n[nH]c3c2C(c2ccccc2F)N(Cc2ccco2)C3=O)c1 (configuration not stated)	-1%	7%	1%	-7%	?	8%	60%[activator]
